Xi reactivation: activators of inactive X chromosome reactivation, primary screen, imaging, XiGFP fibroblasts, GFP high-content imaging, set 2; XiGFP mouse fibroblasts, % GFP-positive cells imaging, 3 d; cells co-treated with 5-aza-dC sensitizer; scaled so ellipticine positive control = 100%; activation, % at 7.58 µM; 360,000 compounds, 0.055% hits;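 active = mean normalized replicate activation at least 10% and every replicate at or above 10%; inconclusive = only one of the two criteria met; inactive = mean below 10% and not all replicates reach 10%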;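 also: 0% = median of on-plate neutral control wells and 100% = ellipticine 6 µM median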
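assay system = SV40-immortalized XiGFP fibroblast cells, line 68-5-11 | buffer or medium = DMEM plus 5-aza-dC sensitizer | doses = single-point pinned compound dosing | times = 3-day compound exposure, then 15 min fixation at room temperature | benchmarks = positive control ellipticine, 6 µM final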
esBAF inh: Bmi1 luciferase reporter increase in mESCs, primary screen, esBAF inhibitor project, mouse ES cells, Bmi1 luciferase knock-in, single point. 24 h; 100% = twice the neutral-well signal. reporter increase, % at 12.5 µM. 350,000 compounds, 2% hits. AID 602393, 2012; in the data active = activation above about 40%; inconclusive = no clear call, values can overlap the other calls;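 also: 0% = median of the plate's neutral control wells and 100% = double that signal; a rise in the Bmi1 reporter signal indicates esBAF inhibition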
FN deposition inh: inhibitors of fibronectin matrix deposition, primary screen, AH1F cells, Alexa488-fibronectin fluorescence, plate reader | AH1F fibroblasts, overnight | inhibition, % at 12.6 µM | 350,000 compounds, 0.086% hits | AID 743247, 2014;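 active = mean inhibition across replicates of 30% or more, regardless of how many single replicates reach that level; inconclusive = mean under 30% yet at least half of replicates reach 30%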;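 also: positive control wells lacked labelled fibronectin entirely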
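material = AH1F fibroblast monolayer depositing Alexa488-labelled fibronectin into matrix | amount = 10000 AH1F cells/well | buffer or medium = DMEM plus 2% serum, read in PBS | incubation = 1 h cell adhesion before compound, then overnight fibronectin incubation | detection = fluorescence at 485 nm excitation, 525 nm emission | evaluation = percent inhibition as loss of matrix-bound fibronectin fluorescence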
RAD54 branch: inhibitors of human RAD54 branch migration, primary screen, biochemical, fluorescence, single point | DNA repair and recombination protein RAD54-like (Homo sapiens), Q92698 | RAD54 Holliday junction branch migration, FAM/BHQ fluorescence | inhibition, % at 10.4 µM | 360,000 compounds, 0.14% hits | AID 602329, 2012;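 active = mean normalized replicate activity at least 40 and at least half of replicates scoring 40 or more; inconclusive = only one of the two criteria met; inactive = mean below 40 and under half of replicates reaching 40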;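 also: 0% = median of neutral control wells and 100% = median of positive control wells; inhibitors cause a drop in the FAM fluorescence signal; in these data hits start at about 50%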
E-sel inducer: E-selectin induction in HUVECs, primary screen, imaging, HUVEC, immunofluorescence imaging, single point | normalized: neutral wells 0, TNF-alpha wells 100 | 260,000 compounds, 0.37% hits | AID 686992, 2013 | activation, % at 7.58 µM;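 active = mean E-selectin-positive cell signal at least 10% of the positive control, reached in at least 60% of replicates, without over 20% cell loss; inconclusive = no rule given, readout overlaps actives, possibly toxicity-flagged; inactive = the rest, including those meeting only one limit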;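 also: in these data hits start at about 27%; measured in HUVEC primary endothelial cells; signal is the percent of cells scored E-selectin positive by PE staining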
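Test system – human umbilical vein endothelial cells (HUVEC), E-selectin induction · Input – 3,000 HUVEC seeded per well · Buffer or medium – EGM-2, gelatin · Compound dosing – single-point compound dose · Detection – immunofluorescence imaging · Measure – percent E-selectin-positive cells · Controls – TNF-alpha high, DMSO low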
RAD52 anneal inh: RAD52 DNA annealing inhibitors, primary screen, biochemical, FRET, single point, set 2; AID 651710, 2012; inhibition, % at 18.7 µM; recombinant RAD52 DNA annealing, FRET fluorescence; DNA repair protein RAD52 homolog (Homo sapiens), P43351; 360,000 compounds, 0.46% hits;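 active = every replicate showing at least 50% inhibition; inconclusive = mean inhibition at least 50% but not in every replicate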
Target sequence (P43351 whole entry, looked up): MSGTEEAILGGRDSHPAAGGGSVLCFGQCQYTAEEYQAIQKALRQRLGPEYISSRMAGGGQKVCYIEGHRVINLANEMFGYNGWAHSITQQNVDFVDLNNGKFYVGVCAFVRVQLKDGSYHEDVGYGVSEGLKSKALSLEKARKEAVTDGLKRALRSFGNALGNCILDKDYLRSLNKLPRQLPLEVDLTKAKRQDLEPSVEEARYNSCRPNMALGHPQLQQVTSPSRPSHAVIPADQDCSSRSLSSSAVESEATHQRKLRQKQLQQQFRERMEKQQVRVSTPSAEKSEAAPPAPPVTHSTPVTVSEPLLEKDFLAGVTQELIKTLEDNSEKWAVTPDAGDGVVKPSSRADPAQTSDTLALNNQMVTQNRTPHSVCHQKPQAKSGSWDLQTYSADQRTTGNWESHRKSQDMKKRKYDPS
EWS-Fli block: EWS/Fli-driven NR0B1 reporter inhibitors, primary screen, A673 cells, NR0B1 luciferase, luminescence, MLPCN library. AID 651661, 2012. viability-normalised. 350,000 compounds, 0.67% hits. inhibition, % at 12.6 µM;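 active = mean inhibition of at least 50% after viability correction, with every replicate also passing that limit; inconclusive = mean reaches 50% but only one of two replicates passes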;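 also: firefly luciferase signal divided by Alamar Blue viability fluorescence both relative to DMSO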
S100A4 inh HTS: inhibitors of S100A4-myosin IIA peptide binding, primary screen, biochemical, fluorescence polarization, TAMRA-MyoIIA peptide. inhibition, % at 10.7 µM. 360,000 compounds, 0.14% hits. Protein S100-A4 (Homo sapiens), P26447;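 active = mean inhibition of at least 70% across replicates, with every replicate also reaching that level; inconclusive = mean inhibition reaches 70% but some replicates fall short; inactive = mean inhibition below 70%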
Target sequence (P26447 whole entry, looked up): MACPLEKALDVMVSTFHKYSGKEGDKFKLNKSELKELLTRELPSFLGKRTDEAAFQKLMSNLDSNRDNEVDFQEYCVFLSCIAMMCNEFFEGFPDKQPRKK
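assay system = human S100A4 monomer with TAMRA-labelled myosin IIA peptide | also added = labelled myosin peptide probe, 5 nM | incubation = 5 min between mix addition and reading | control set = DMSO and TFP controls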
* hit, by the source's call; u = inconclusive; x = no result given; & = joins results of further samples.

canonical_smiles	Xi reactivation	esBAF inh	FN deposition inh	RAD54 branch	E-sel inducer	RAD52 anneal inh	EWS-Fli block	S100A4 inh HTS
COc1ccc(/C=C/C(=O)C2CC2)cc1COc1c(C)cccc1C	0.0	x	1.3	x	x	3.3	9.6	1.9
O=C(Oc1ccc(-c2cnc3ccccc3n2)cc1)c1ccc(Br)o1	x	12.1	x	-4.8	x	-4.5	-51.6	-0.9
CCOC(=O)c1oc2ccccc2c1NC(=O)COc1cccc(OC)c1	x	8.1	x	-3.7	x	3.5	-5.3	3.6
O=C(CSC1CCc2ccccc21)NN=Cc1ccco1 (stereo not given)	-0.2	x	9.2	x	0.2	-31.2	3.9	0.9
CCOC(=O)C1CCCN(c2c(C(=O)c3ccccc3)cnc3ccc(OC)cc23)C1 (stereo not given)	0.2	8.3	-1.8	-6.1	-0.2	-7.1	39.6	0.0
CCOc1ccc(-c2c(C#N)c(N)nc3sc(C(=O)c4ccccc4)c(N)c23)cc1	0.1	x	9.9	x	23.5	-281.2	-3.0	8.3
O=C(O)c1cc(Cl)c(Cl)cc1C(=O)N1CCCC1	x	-0.3	x	-7.9	x	-3.4	x	u
COc1ccccc1C(=O)Nc1ccc2c(c1)OC[C@@H](C)N(C)C[C@H](C)[C@@H](OC)CN(C)C2=O	-0.4	18.0	14.5	4.9	0.3	2.5	-0.9	2.0
Cc1noc(C)c1NC(=O)N[C@@H]1C=C[C@H](CC(=O)NCCCN(C)C)O[C@@H]1CO	-0.1	-3.9	-7.5	-2.6	0.1	-1.6	x	18.7
CCOc1cc(CNCCCN2CCOCC2)cc(Cl)c1OCC(=O)NC(C)(C)C	-0.1	x	-2.7	x	0.1	-8.6	2.7	4.1
COc1ccc(/C=C/C(=O)Nc2ccccc2C(=O)O)cc1	0.0	-19.8	9.7	-17.2	6.2	-8.1	-7.1	-1.9
COc1ccc(NC(=O)C2(C)CCN2Cc2ccccc2OC(F)F)cc1OC (stereo not given)	0.1	4.6	-1.5	4.6	0.0	-18.2	10.7	-3.5
C[C@H]1CN([C@@H](C)CO)C(=O)Cc2cc(NC(=O)CCCCCC(=O)Nc3ccccc3N)ccc2O[C@H]1CN(C)C(=O)Nc1ccc2c(c1)OCO2	0.0	1.8	x	-4.5	-1.0	2.3	-1.7	3.7
O=C(O)CCSC(=S)N1CCOCC1	-0.2	-6.4	-2.0	-7.5	0.8	-12.2	4.1	7.2
O=C(NCCc1c[nH]c2ccccc12)C1CCC(Cn2c(=S)[nH]c3ccccc3c2=O)CC1 (stereo not given)	x	5.8	1.9	-14.3	-1.0	x	x	x
O=C(CN1CCCC1)N1CCCc2ccccc21	0.0	-2.5	x	1.1	x	-12.7	-12.1	6.1
C[C@H](NC(=O)N(C)C[C@H]1OCc2ccccc2-c2ccccc2C(=O)N([C@@H](C)CO)C[C@@H]1C)c1ccccc1	0.2	0.0	-6.3	1.8	7.4	-15.2	-3.5	-4.9
Cc1ccc(S(=O)(=O)Nc2ccc(C(N)=O)cc2)cc1[N+](=O)[O-]	0.1	x	10.4	x	0.0	-11.0	11.7	-3.4
COc1cccc(CNC(=O)c2cccc(S(=O)(=O)N3CCN(C)CC3)c2)c1	0.1	-1.4	-0.5	16.9	-0.9	-14.8	2.2	-4.5
Cc1cccc(NC(=O)/C(C#N)=C/c2ccc[nH]2)c1C	0.4	48.8*	-11.4	-4.1	x	-3.4	x	-0.2
COC(=O)c1c(NC(=O)c2ccccc2C(=O)O)sc2c1CCC2	0.0	-5.2	-3.6	-19.1	x	-25.6	9.4	1.7
CCOc1ccccc1N(CC(=O)NC1CCCCC1)C(=O)CCC(=O)Nc1cc(C)ccn1	0.1	-9.6	4.5	x	x	-3.1	3.1	-7.4
O=C(NCc1ccco1)c1cccn2c(=O)c3c4c(sc3nc12)CCCC4	x	-10.1	0.8	-0.6	0.3	x	x	x
CC(=O)NCCC(=O)Nc1cc(S(=O)(=O)N2CCOCC2)ccc1N1CCCC1	0.0	-4.1	-4.1	5.1	-0.1	-5.8	-11.1	5.0
CC(CNC(=O)COC(=O)c1cccnc1Cl)c1ccccc1 (stereo not given)	0.4	0.6	1.7	8.5	-0.1	-10.3	3.2	-3.3
CCC(=O)Nc1ccc2c(c1)OC[C@@H](C)NC[C@@H](C)[C@@H](OC)CN(C)C2=O	0.3&0.0&0.0	2.1	-2.2&5.0&1.2	1.6	-0.1&-0.2	1.5&-36.9	0.9&3.8	5.1&0.0
COc1cccc(CC(=O)OCC(=O)N(C)CC(=O)Nc2ccccc2Cl)c1	0.0	-6.1	-9.1	6.6	-0.4	-7.2	-1.9	0.0
CN(C(=O)CCNC(=O)Cn1cnc2ccccc2c1=O)c1ccc(Br)cc1	-0.1	-7.4	-1.7	3.0	-0.2	5.3	2.0	1.8
Cc1c(NC(=O)CSc2ccccc2Cl)c(=O)n(-c2ccccc2)n1C	0.0	1.0	x	-1.8	x	-8.3	-2.5	1.4
COC(=O)c1ccc(NC(=O)COC(=O)C2CC(=O)N(Cc3ccccc3)C2)cc1 (stereo not given)	0.2	1.5	4.5	6.5	x	6.3	7.9	1.8
C[C@H]1CN([C@@H](C)CO)S(=O)(=O)c2ccc(-c3ccc(F)cc3)cc2O[C@H]1CN(C)C(=O)Nc1ccccc1F	-0.9	-2.8	x	9.7	0.2	-42.5	13.6	3.4
Cn1c(CN2CCN(CCO)CC2)c(C#N)c2ccccc21	-0.1	x	-6.8	x	x	-13.0	-7.9	-4.2
CCNC(=O)[C@H]1[C@H](CO)[C@H]2Cn3c(ccc(-c4ccccc4F)c3=O)[C@H]2N1C(C)=O	0.0	-2.6	x	-7.8	-0.1	1.8	-1.3	-7.7
COc1ccc(CN(C)C[C@@H]2OCCCC[C@@H](C)Oc3ccc(NC(=O)NC4CCCCC4)cc3C(=O)N([C@@H](C)CO)C[C@H]2C)cc1	0.2	-3.9	-5.0	-6.4	-0.3	1.9	-5.5	-2.3
Cc1cccc(Cc2nc3ccccc3[nH]2)c1	0.1	16.0	4.7	3.4	0.4	-9.8	2.0	0.5
COC(=O)[C@@H](NS(=O)(=O)c1cc(Br)ccc1Br)C(C)C	0.2	3.0	-0.7	1.3	4.2	-9.5	-6.6	-2.6
CCCCOc1ccc(CSC2=NCCN2)cc1[N+](=O)[O-]	0.0	x	-13.5	12.1	x	-10.2	0.9	1.8
CCCc1nc2oc3c(NCCCN(C)C)ncnc3c2c2c1CCCC2	0.0	x	-4.3	-3.8	x	17.4	22.3	-1.5
C[C@@H]1CN([C@@H](C)CO)C(=O)c2cccc(NC(=O)Nc3ccccc3)c2O[C@@H]1CN(C)C(=O)Nc1ccc(F)cc1	-0.5	1.4	x	11.9	0.0	-15.4	-2.0	0.5
Cc1ccc(C)c(S(=O)(=O)N(C(=O)c2ccncc2)c2ccc(OC(=O)c3ccncc3)cc2)c1	0.3	x	12.5	x	x	3.2	4.6	2.6
CCOC(=O)[C@]12CCC=C1N(Cc1ccco1)C(=O)[C@H](CC(=O)NCc1cccc3ccccc13)C2	-0.1	x	11.8	x	-0.1	-78.1	2.5	-6.7
CCOc1ccc(-c2nnn(CC(=O)c3ccc4c(c3)OCCO4)n2)cc1OCC	x	u	x	-9.8	x	-19.3	-12.8	-4.0
COc1ccc([N+](=O)[O-])cc1C(=O)NCCOc1ccc(Cl)cc1	0.0	9.4	2.8	-3.1	0.1	-11.4	-3.1	-4.8
O=C(N[C@H]1CC[C@H](CC(=O)N2CCOCC2)O[C@@H]1CO)c1ccccn1	-0.1	-1.4	x	-2.8	0.3	12.0	x	-5.7
O=C(NCCN1CCOCC1)c1ccc(=O)n(Cc2ccc(Cl)cc2)c1	0.0	-3.1	x	-5.2	x	-18.0	3.8	1.7
CNC[C@@H]1OCCCC[C@H](C)Oc2ccc(NC(=O)Nc3ccccc3)cc2C(=O)N([C@H](C)CO)C[C@@H]1C	0.2	1.0	x	x	3.4	x	0.7	x
NC(=O)c1ccc(Cn2c(C(=O)c3ccc(Cl)cc3)c3ccccc3[n+]2[O-])cc1	-0.2	5.9	6.7	-6.6	0.0	-8.1	9.7	1.9
C[C@H]1CN([C@@H](C)CO)S(=O)(=O)c2ccc(C#CC3CCCCC3)cc2O[C@@H]1CN(C)C	0.3	-11.2	-10.3	-0.9	0.7	27.0	14.0	0.1
CCOc1ccccc1CN1CCN(Cc2ccc3cc(F)ccc3n2)CC1CCO (stereo not given)	0.3	0.8	12.7	-8.9	0.0	-9.0	16.3	0.2
CC(C)C(=O)Nc1ccc2c(c1)C(=O)N(C)[C@H]1CC[C@@H](CC(=O)NCc3ccc(F)cc3)O[C@H]1CO2	0.1	3.7	-27.6	-15.5	-0.1	-3.0	7.5	-13.8

The list continues.
canonical_smiles	Xi reactivation	esBAF inh	FN deposition inh	RAD54 branch	E-sel inducer	RAD52 anneal inh	EWS-Fli block	S100A4 inh HTS
O=C(CSCCOc1ccccc1)NCc1ccncc1	0.2	x	4.8	x	x	-11.8	-2.3	-5.1
C[C@@H]1CN([C@H](C)CO)S(=O)(=O)c2ccc(C#CC3CC3)cc2O[C@H]1CN(C)S(C)(=O)=O	-0.8	6.7	-2.6	-2.6	0.1	-14.3	-1.5	4.8
Cc1ccc(-n2ncc3c2CCCC3NC(=O)CCn2ccnc2C)cc1C (stereo not given)	0.0	x	-4.7	-23.4	x	-20.8	14.6	-12.0
CO[C@@H]1CN(C)C(=O)c2ccc(NC(=O)Cc3ccccc3)cc2OC[C@@H](C)NC[C@@H]1C	0.0	-4.5	-13.8	-4.0	0.9	-0.1	0.0	1.1
CCn1cc(C(=O)NCCCO)c(=O)c2cc(F)c(N3CCN(C)CC3)cc21	0.0	2.1	-4.5	3.0	x	-7.5	-6.8	-1.4
CC1CCN(C(=O)c2ncn(C)c2C(=O)N2CCC(C)CC2)CC1	0.0	-4.2	-5.3	-5.6	0.0	-2.6	-10.6	-2.8
Cc1cc(NC(=O)CSc2nc3cc(C)c(C)cc3cc2C)no1	0.1	-9.8	2.6	-2.7	0.2	-9.2	8.0	0.1
